Compound activity from PubChem.
PLAP activator = PLAP enzyme activators, biochemical, luminescence, HTS | 96,000 compounds, 1.2% hits | activation fold at 20 µM | Alkaline phosphatase, placental type (Homo sapiens), P05187 | purified PLAP enzyme, luminescent substrate read-out; stronger effect = higher value | AID 696, 2007; in the data active = activation fold above about 2
CYP2C19 inh = blockers of cytochrome P450 2C19 activity – biochemical, luminescence, ADME assay, primary screen | P33261 | CYP2C19 Supersomes, luciferin-H EGE luminescence, 30 min | inhibition, % at 5 µM | 96,000 compounds, 21% hits | AID 778, 2007;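 active = CYP2C19 inhibition above a set limit at 5 µM in the primary screen, cut at about 50% in these data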;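 also: plate controls were negative control wells for no effect and 2.5 mM tranylcypromine positive control for full effect; values of inactives mirror those of a sister screen read the other way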
E coli WT exp = growth inhibitors of wild-type E. coli, primary screen, strain BW25113, expanded library, OD600 | AID 710, 2007 | growth inhibition, % at 100 µM | OD600 absorbance | 98,000 compounds, 0.15% hits;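 active = growth inhibition above about 50% at one test dose, limit read from the data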;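 also: growth measured after 20 h incubation at 37 °C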
PTK2B oligo ant = antagonists of Pyk2 self-association, primary screen, Q293 cells, FERM NanoBiT luminescence, HTS; stronger effect = lower value; z-score (the deposit names both 25 µM and 10 µM); 99,000 compounds, 0.83% hits;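 active = Z-score of -3 or lower, scaled per plate to the spread of control and sample wells; inactive = z-score above -3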;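 also: negative z-score means lost luminescence so less FERM oligomerization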
Target sequence (Q14289 whole entry, looked up): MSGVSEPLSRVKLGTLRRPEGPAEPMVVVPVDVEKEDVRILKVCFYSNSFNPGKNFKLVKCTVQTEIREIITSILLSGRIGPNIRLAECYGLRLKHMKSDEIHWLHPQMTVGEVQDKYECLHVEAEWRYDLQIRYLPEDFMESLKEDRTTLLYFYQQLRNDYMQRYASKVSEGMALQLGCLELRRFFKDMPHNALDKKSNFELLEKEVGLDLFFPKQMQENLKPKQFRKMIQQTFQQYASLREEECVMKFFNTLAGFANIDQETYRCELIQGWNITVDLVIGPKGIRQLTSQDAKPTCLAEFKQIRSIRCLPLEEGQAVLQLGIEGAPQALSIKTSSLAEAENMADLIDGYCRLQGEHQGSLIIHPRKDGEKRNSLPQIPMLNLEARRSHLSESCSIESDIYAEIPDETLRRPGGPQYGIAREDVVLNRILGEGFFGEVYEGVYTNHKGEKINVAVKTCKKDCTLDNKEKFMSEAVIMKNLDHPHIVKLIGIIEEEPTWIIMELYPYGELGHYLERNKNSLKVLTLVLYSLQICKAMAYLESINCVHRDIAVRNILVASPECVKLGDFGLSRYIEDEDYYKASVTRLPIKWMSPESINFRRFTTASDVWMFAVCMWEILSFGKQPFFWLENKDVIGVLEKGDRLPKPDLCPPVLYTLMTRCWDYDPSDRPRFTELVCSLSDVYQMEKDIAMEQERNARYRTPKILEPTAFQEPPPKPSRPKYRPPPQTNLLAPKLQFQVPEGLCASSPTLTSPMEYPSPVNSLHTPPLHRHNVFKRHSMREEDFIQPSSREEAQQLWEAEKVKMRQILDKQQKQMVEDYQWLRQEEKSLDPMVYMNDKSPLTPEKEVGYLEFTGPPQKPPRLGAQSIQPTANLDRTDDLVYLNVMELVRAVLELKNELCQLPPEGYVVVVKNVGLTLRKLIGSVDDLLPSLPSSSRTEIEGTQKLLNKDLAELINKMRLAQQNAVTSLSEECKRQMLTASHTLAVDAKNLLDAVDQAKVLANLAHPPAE
CYP2C19 act = human CYP2C19 activators, primary screen, biochemical, luminescence. AID 1025, 2008. recombinant CYP2C19, luciferin-H EGE luminescence; stronger effect = higher value; 0 = fully inhibited enzyme, 1 = untreated enzyme. activation factor at 5 µM. 96,000 tested, under 10 active. Cytochrome P450 2C19 (Homo sapiens), P33261;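 active = activation factor of at least 2 at 5 µM in the primary screen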;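 also: 0 = wells with 2.5 mM tranylcypromine and 1 = vehicle-only wells; values of inactives mirror those of a sister screen read the other way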
CYP2C9 act = human CYP2C9 activators, primary screen, biochemical, luminescence; Cytochrome P450 2C9 (Homo sapiens), P11712; recombinant CYP2C9, luciferin-H conversion; stronger effect = higher value; factor 1 = untreated enzyme, 0 = blocked; activation factor at 5 µM; 96,000 compounds, 1.4% hits;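 active = activation factor of 2 or more for CYP2C9 at a 5 µM dose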;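 also: 0 = sulfaphenazole-blocked wells and 1 = vehicle-only wells; values of inactives mirror those of a sister screen read the other way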
EphB4 ephrin blk = EphB4-ephrin-B2 interaction antagonists, primary screen, biochemical, TNYL-RAW peptide probe, fluorescence polarization | 97,000 compounds, 0.15% hits | inhibition, % at 7 µM | EphB4 LBD / TNYL-RAW-Alexa532 peptide | AID 720, 2007;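 active = inhibition above the screen-wide mean inhibition plus 3 SD, cut at about 15% in these data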;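 also: 0% = DMSO wells and 100% = excess unlabeled TNYL-RAW peptide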
CYP2C9 inh = blockers of cytochrome P450 2C9 activity – biochemical, luminescence, ADME assay, primary screen; CYP2C9 Supersomes, luciferin-H conversion; inhibition, % at 5 µM; 96,000 compounds, 20% hits;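 active = blocking of liver enzyme CYP2C9 beyond about 50% at 5 µM, limit read from the data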; also: values of inactives mirror those of a sister screen read the other way
PostGolgi yeast = phenotypic screen on post-Golgi transport, primary screen | post-Golgi transport phenotypic cell assay | inhibition, % at 10 µM | 98,000 compounds, 0.9% hits | AID 739, 2007; in the data active = inhibition above about 30%;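 also: yeast cells grown in 1536-well plates; yeast grown about 18 h at 30C before absorbance read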
* hit, by the source's call; / = no result given. Hits appear at their usual frequency; overall some 31% were active at least once.

SMILES	PLAP activator	CYP2C19 inh	E coli WT exp	PTK2B oligo ant	CYP2C19 act	CYP2C9 act	EphB4 ephrin blk	CYP2C9 inh	PostGolgi yeast
COc1ccc(OC)c(/C=N/N(C)c2ccccc2)c1	1.5	67*	4	-0.78	0.3	0.4	-2	56*	-1
CCOc1nc2c(c(=O)n(C)c(=O)n2C)n1Cc1ccccc1Cl	1	26	-11	-0.27	0.7	0.9	9	13	6
CCCC(=O)Nc1ccc(N2CCN(C(=O)CCC)CC2)cc1	1.2	-7	4	0.56	1.1	1.1	2	-6	-5
Cc1ccc(-c2nnc(SCC(=O)Nc3ccc4c(c3)OCCO4)n2N)cc1	0.9	1	-11	-0.43	1	0.6	-4	42	3
COc1cccc(C(=O)N2CCN(C(=O)c3cccs3)CC2)c1OC	1.2	12	-16	-0.17	0.9	0.9	-4	14	-2
CNS(=O)(=O)c1cccc2cccnc12	0.9	2	0	1.3	1	1.4	-6	-42	0
CC(=O)N1CCN(CCN=CC2=C(O)CC(c3ccco3)CC2=O)CC1 (stereo not drawn)	1.2	-16	7	0.08	1.2	0.9	/	6	0
CCOC(=O)C(CC)n1cnc2c(nnn2-c2ccc(OC)cc2)c1=O (stereo not drawn)	0.9	-1	-8	-0.69	1	0.7	7	35	8
NC(=O)C1(N2CCCCC2)CCN(C2CC(=O)N(Cc3cccs3)C2=O)CC1 (stereo not drawn)	0.8	-2	-2	0.82	1	1.2	5	-24	-3
CCN(CC)Cc1c(O)c(Cl)cc2c3c(c(=O)oc12)CCCC3	1.1	20	11	-0.2	0.8	0.9	-1	11	-7
Cc1ccc(S(=O)(=O)N2CCN(C(=O)c3nn(C(C)C)c(=O)c4ccccc34)CC2)cc1C	1.8	38	2	-1.5	0.6	0.4	-1	59*	-3
CCOc1ccc2nnnn2n1	1	-2	-5	0.58	1	0.8	4	17	8
CC(=O)c1cc(C)ccc1OC(=O)c1cccc2nc(C)oc12	0.9	57*	3	-0.36	0.4	0.4	5	61*	0
COc1cc(OC)cc(C(=O)N2CCN(C3CCN(Cc4ccccc4)CC3)CC2)c1	1.8	-4	-2	-0.6	1	1.3	-1	-32	0
O=C(NCc1ccc(F)cc1)C1CCCN(S(=O)(=O)c2cccnc2)C1 (stereo not drawn)	1	19	9	0.67	0.8	0.7	-8	28	0
O=C(Cc1ccc(Cl)cc1)N/N=C1\CCCc2ccccc21	1	8	-1	1.1	0.9	0.8	6	18	8
O=C(c1cnc(-c2ccccc2)s1)c1ccc(Cl)cc1Cl	0.6	57*	-12	-1.1	0.4	0.7	4	32	-2
CCc1nc(SCC(=O)NCc2ccco2)c2c3c(sc2n1)CCCC3	1	63*	-3	-1.5	0.4	0.1	-7	86*	-6
Cc1cc(OC(C)C(=O)N/N=C/CC(C)c2ccccc2)ccc1Cl (stereo not drawn)	1	74*	0	3.6	0.3	0.8	0	25	-7
COc1cccc(OC)c1C(=O)N1CCN(S(=O)(=O)c2ccccc2)CC1	1.4	53*	11	0.74	0.5	0.3	2	74*	-7

2 compounds from above with just EphB4 ephrin blk:
structure	EphB4 ephrin blk
CCN(CC)Cc1c(O)c(Cl)cc2c3c(c(=O)oc12)CCCC3	-1
Cc1cc(OC(C)C(=O)N/N=C/CC(C)c2ccccc2)ccc1Cl (stereo not drawn)	0

Other results.
SMILES	PLAP activator	CYP2C19 inh	E coli WT exp	PTK2B oligo ant	CYP2C19 act	CYP2C9 act	EphB4 ephrin blk	CYP2C9 inh	PostGolgi yeast
CCn1c2ccccc2c2cc(NC(=O)CSc3nnc(-c4cccc(OC)c4)n3N)ccc21	1.1	44	-7	-1.4	0.6	0.6	-3	35	-5
Cc1cc(C)n2nc(SCC(=O)N(C)Cc3ccccc3)nc2n1	1	-6	4	0.39	1.1	1.2	-2	-22	-19
Cc1ccnc(Sc2ncccc2[N+](=O)[O-])n1	0.9	-14	4	-0.71	1.1	1.5	-1	-46	6
CCOC(=O)c1ccccc1NC(=O)c1cc2sccc2n1C	1	79*	-5	1	0.2	0.4	4	62*	-1
Cc1cc(C)nc(N/N=C/c2ccco2)n1	0.9	-26	9	0.9	1.3	1.3	5	-25	0
CC(=O)c1cn(CC(=O)NCc2ccco2)c2ccccc12	1	36	4	1.6	0.6	1	2	1	-4
COC(=O)C1=C(C)NC2=C(C(=O)CC(C)(C)C2)C1c1cn(Cc2ccc(Br)cc2)nc1-c1ccccc1 (stereo not drawn)	0.8	35	-13	-3.3*	0.7	0.3	6	71*	-4
CCNC(=O)C1CCN(S(=O)(=O)c2ccc(F)cc2)CC1	1	3	6	-0.11	1	1.1	-5	-14	2
Clc1ccc(-c2nnc3n2CCCC3)cc1	1.1	-8	2	0.19	1.1	1.1	1	-13	13
Cc1ccccc1NC(=O)Cc1nc(CSc2nnc(C3CCCCC3)n2N)cs1	1.7	55*	4	0.86	0.5	0.2	/	84*	-8
CC(C)N(Cc1nc(-c2ccccc2)no1)C(=O)CN(C)S(=O)(=O)c1ccc(Br)cc1	1.3	52*	-8	1.2	0.5	0.4	5	58*	10
COc1ccc(Cl)cc1S(=O)(=O)n1nnc2ccccc21	1	-1	-1	-0.31	1	1.1	3	-9	-10
CCN(CC)CCCn1c(=S)[nH]c2ncccc2c1=O	1	-3	-2	0.28	1	1.2	3	-19	1
Cc1ccccc1OCc1nc2ccccc2c(=O)n1NC(=O)c1ccco1	/	/	-4	1.3	/	/	3	/	-5
Cc1ccc(-c2nc3cc(NC(=O)C(C)C)ccc3o2)cc1	2.5*	-2	0	-0.71	1	1	15	-2	-2
CC(=O)Nc1ccc2c(c1)nc(CN1CCCC1)n2C	1.2	-1	2	-0.74	1	0.9	-8	14	3
Fc1ccc(Cn2c(-c3cscn3)nc3ccccc32)c(Cl)c1	0.8	-8	-1	-0.67	1.1	1.1	-1	-7	3
O=C1CC(c2cccc(Cl)c2)C(n2cncn2)C(=O)C1C1NCCc2ccccc21 (stereo not drawn)	1	-1	5	0.51	1	0.9	-5	5	-9
COc1ccc(-n2c(=O)[nH]cc(C(=O)N3CCCc4ccccc43)c2=O)cc1	1	16	4	1.4	0.8	0.7	-8	27	19
CN1C(=O)N2CN(C3CCCCC3)CN3C(=O)N(C)C1C23 (stereo not drawn)	0.8	-5	0	0.18	1	1.2	8	-16	4
Nc1cc(-c2ccc(Br)cc2)nn1S(=O)(=O)c1cccc2nsnc12	1.1	96*	-7	/	0	0.1	-5	89*	44*
COc1ccccc1-c1nc2n(n1)C(c1cccs1)C(C(=O)Nc1cccnc1)=C(C)N2 (stereo not drawn)	0.9	11	-6	-0.24	0.9	0.7	-4	30	11
O=C1CC(c2ccccc2)n2nc(NC(=O)c3ccccc3)nc2N1 (stereo not drawn)	1.2	-17	3	-0.02	1.2	1.1	8	-13	12
Nn1c(SCC(=O)NC2CCCc3ccccc32)nnc1-c1cccs1 (stereo not drawn)	0.9	40	1	1.8	0.6	0.5	2	48	5
O=C(CSc1nnc(C2CC2)n1-c1ccccc1)NCCc1ccccc1	1	18	9	-0.3	0.8	1	11	5	-11
COc1ccc(-n2c(NC(=O)c3ccc(Br)o3)c(C#N)c3nc4ccccc4nc32)cc1	1.3	2	-8	/	1	0.2	-2	79*	0
CCN1CCN(c2nc(-c3cccnc3)nc3ccccc23)CC1	1.5	-2	2	0.31	1	1	4	3	4
O=C(CC1Oc2ccccc2NC1=O)NCCc1ccccc1 (stereo not drawn)	1	42	7	/	0.6	1.7	-1	-75	-3
CCOC(=O)CSc1nnc(CNC(=O)c2cccs2)n1-c1ccccc1	1.1	-6	-1	0.56	1.1	1.1	0	-10	3
Cc1ccc(/C=N/N2CCN(Cc3ccc(Cl)cc3)CC2)o1	1.3	68*	9	0.16	0.3	0.4	-2	63*	4
COc1ccccc1-c1c(C)c(C)nc(N)c1C#N	0.9	13	-6	-0.42	0.9	1	1	1	1
Nc1nc(SCc2ccccc2Cl)n[nH]1	1.5	0	6	-0.44	1	1.1	-3	-7	-7
CN(Cc1ccccc1)C(=O)N[C@@H](Cc1ccccc1)C(=O)O	1	-4	-14	-0.07	1	1.1	/	-12	-2
Cc1cccc(C(=O)N2CCCCCC2)c1	0.8	52*	-5	0.69	0.5	0.7	-5	30	-2
O=C(CN1CCN(C(=O)c2ccco2)CC1)Nc1c2c(nc3c1CCC3)CCCC2	1	0	5	0.42	1	1	-4	5	7
CCOC(=O)C1=NN(C(=O)Nc2ccc(OC)cc2)C2C(=O)N(c3cccc(C(F)(F)F)c3)C(=O)C12 (stereo not drawn)	1.6	6	-4	-0.06	0.9	1.1	1	-6	2
Cc1[nH]n2c(=O)c3c(nc2c1-c1ccc(Cl)cc1)CCC3	1.1	-14	-5	0.06	1.1	0.8	/	15	-1
OC(CSc1ccccc1Cl)CN1CCN(c2ccc(F)cc2)CC1 (stereo not drawn)	0.9	32	19	-1.3	0.7	1.1	2	-9	28
Cc1nc(S(=O)(=O)c2cccc(Cl)c2)nc2c1CCC2	1	10	-4	0.95	0.9	2.7*	0	-173	23
Cc1ccc(-n2ncc3c2ncn2nc(-c4ccco4)nc32)c(C)c1	1.1	5	-4	-0.73	1	1	-4	0	6
CN1c2ccccc2Oc2c(c(=O)n(C)c(=O)n2C)C1c1cccc([N+](=O)[O-])c1 (stereo not drawn)	1	23	4	-0.9	0.8	0.5	4	54*	-7
CCN1CCN(CCCNC(=O)c2cn(CCOC)c(=O)c3c2c2ccccc2n3C)CC1	1.3	-4	3	0.85	1	1	1	0	3
C=CCn1c(CNc2ccccc2)nnc1SCC(=O)N/N=C/c1ccccc1O	1.8	-4	11	1	1	0.9	2	10	-2
CC(C)C(=O)Nc1ccc(C(=O)NNC(=O)NC2CCCCC2)cc1	1.1	-1	1	-0.55	1	0.9	0	6	-7
CCN(CC)C(=O)Cn1c(=O)n(-c2ccccc2)c(=O)c2c3c(sc21)CCC3	1.2	-7	-4	-0.01	1.1	0.9	7	5	0
COC(=O)c1ccc(OCC(O)CN(CCO)CCO)cc1 (stereo not drawn)	1	0	-5	-0.52	1	0.9	4	5	0
O=c1[nH]c(=O)n(Cc2ccccc2)c2c1CCC2	1	4	-4	0.47	1	1	3	5	0
CCOc1ccc(-n2c(=S)sc3c(=O)[nH]c(SCC(=O)NC(C)CC)nc32)cc1 (stereo not drawn)	1.4	11	6	0.54	0.9	0.2	-3	78*	20
O=C(CSc1nnnn1C1CCCCC1)Nc1cccc(NC(=O)c2ccco2)c1	0.8	69*	-5	-1.1	0.3	0.2	/	77*	-8
CCn1c(SCC(=O)c2[nH]c(C)c(C(C)=O)c2C)nnc1-c1cccs1	1.2	64*	2	-0.43	0.4	0.7	4	29	-6
COc1ccc(CN2CCCC(C(=O)N(C)Cc3ccccc3)C2)cc1OC (stereo not drawn)	1.1	-4	2	0.59	1	0.9	-1	13	-1
O=C(COc1ncnc2sccc12)Nc1ccc2c(c1)OCCO2	0.8	-22	-1	0.52	1.2	1	-6	-2	1
